# Screening results as filed in PubChem.
# PMI inhibition = human PMI inhibitors, high substrate, primary screen, biochemical, fluorescence intensity, high mannose 6-phosphate (AID 1220) | recombinant PMI enzyme, coupled fluorescence intensity; higher % means a stronger effect | one-dose inhibition, % at 20 µM; IC50 in µM for titrated hits | actives 0.66% (n = 190,000)
# Siah-1 displacement = blockers of Siah-1 interaction with plectin peptide – biochemical, fluorescence polarization, rhodamine-plectin, uHTS, primary screen (AID 1817). Siah-1 / rhodamine-plectin peptide fluorescence polarization; higher % means a stronger effect. one-dose displacement, % at 20 µM; IC50 in µM for titrated hits. actives 0.02% (n = 290,000);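 active means displacement of at least 50% at 20 µM, with a fluorescence ratio check between 0.3 and a set limit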;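 further: plate controls were Siah plus tracer with DMSO for no effect and tracer alone without Siah for full effect; strong numbers were not always called active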
# PMI inhibitors = MPI enzyme activity inhibition – biochemical, fluorescence intensity, coupled assay, primary screen (AID 1209) | purified PMI enzyme, coupled fluorescence intensity; higher % means a stronger effect | one-dose inhibition, % at 20 µM; IC50 in µM for titrated hits | actives 0.42% (n = 190,000);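 further: plate controls were DMSO vehicle for no effect and wells lacking substrate for full effect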
# XIAP antagonists = XIAP antagonists, biochemical, IAP family, fluorescence polarization (AID 1018) | XIAP BIR domain, fluorescence polarization peptide displacement; higher % means a stronger effect | one-dose displacement, % at 20 µM; IC50 in µM for titrated hits | actives 0.007% (n = 200,000); in the data active means displacement above about 50%; further: a part of the inactive calls stands beside numbers as strong as those of hits
# M17LAP inhibition = P. falciparum M17LAP inhibitors, primary screen, biochemical, fluorogenic H-Leu-NHMec substrate, 1536-well (AID 1619); one-dose inhibition, % at 30 µM; IC50 in µM for titrated hits; actives 0.38% (n = 220,000); recombinant M17LAP, H-Leu-NHMec fluorogenic kinetic assay; higher % means a stronger effect;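 active means compound inhibiting the enzyme by more than half at any dose during confirmatory dose-response retesting; inconclusive means strong single-dose inhibitors picked by rank but not retested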;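 further: plate controls were full reaction with DMSO carrier for no effect and no enzyme background for full effect; strong numbers were not always called active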
# LYP phosphatase = PTPN22 lymphoid phosphatase activity blockers – biochemical, fluorescence intensity, uHTS (AID 1779). actives 0.054% (n = 290,000). inhibition, % at 11.5 µM, or IC50 in µM where a hit was titrated. recombinant LYP phosphatase, fluorescence intensity; higher % means a stronger effect;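 further: plate controls were vehicle with enzyme for no effect and no enzyme for full effect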
# AID2073 = disruptors of CaV2.2 binding to Mint1 – biochemical, HTRF (AID 2073). HTRF protein-protein interaction, Mint1-CaV2.2; higher % means a stronger effect. one-dose inhibition, % at 20 µM; IC50 in µM for titrated hits. actives 0.19% (n = 290,000); in the data active means inhibition mostly above about 51%, no sharp cut-off; inconclusive means no clear call, values can overlap the other calls; inactive means mostly below about 53%; further: some results filed as inactive read as strong as hits
# M1AAP inhibition = P. falciparum M1AAP inhibitors, biochemical, fluorogenic H-Leu-NHMec substrate, 1536-well (AID 1445) | recombinant M1AAP, H-Leu-NHMec fluorogenic kinetic assay; higher % means a stronger effect | inhibition, % at 30 µM, or IC50 in µM where a hit was titrated | actives 0.42% (n = 220,000);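 active means primary inhibition above the hit cutoff, then over 50% inhibition at one or more dose response concentrations, cut at about 23% in these data, passing the limit was not always enough; inconclusive means conflicting primary data, or primary hits not chosen for dose response; inactive means low primary inhibition, or under 50% at every dose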;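 further: plate controls were DMSO full reaction for no effect and no enzyme background for full effect; strong numbers were not always called active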
# Dynein cargo inh = dynein cargo transport inhibition; 3617.4 mouse cells, GR-EGFP nuclear translocation imaging; test concentration mostly 20 µM; stimulated with dexamethasone, 1 µM; active compounds read low; AID 1381; z-score, hits read low; actives 0.47% (n = 220,000);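 active means plate z-score of nuclear minus cytoplasmic receptor signal below a set negative limit, without overly bright fluorescence or cell loss, cut at about -3.5 in these data, passing the limit was not always enough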;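 further: z-score of nuclear minus cytoplasmic ring GR-EGFP intensity difference per well; some compounds called inactive have numbers as strong as hits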
#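 Buffer or medium: tet-free medium with charcoal-stripped serum / Also added: dexamethasone agonist, 1.0 µM final, for 30 min / Timing: induction 48 h, compound 1 h, agonist 30 min / Measured by: high-content fluorescence imaging after fixation / Read-out: nuclear-to-cytoplasmic GR-EGFP distribution per well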
# Dynein cargo inh cytoplasmic EGFP = further read-out of Dynein cargo inh, marked with its call; z-score; measured here: cytoplasmic GR-EGFP intensity; active compounds read high
# Dynein cargo inh nuclear GR-EGFP = second read-out of Dynein cargo inh, no call of its own (marks repeat the call); z-score; measured here: nuclear GR-EGFP intensity;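 lower value marks the stronger effect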
# Dynein cargo inh cell count = recorded beside Dynein cargo inh, whose call it bears; z-score; measured here: cell count per field
# The depositor's hits bear a star; ? = inconclusive; . = not tested or not shown. Unless noted, no stated cut-off is given here; in the data, active means inhibition above about 50%; inactive means the rest. Compounds as they come; about 2.1% have a hit in one of these screens.
SMILES,PMI inhibition,Siah-1 displacement,PMI inhibitors,XIAP antagonists,M17LAP inhibition,LYP phosphatase,AID2073,M1AAP inhibition,Dynein cargo inh,Dynein cargo inh cytoplasmic EGFP,Dynein cargo inh nuclear GR-EGFP,Dynein cargo inh cell count
CCN1C(=O)C(CC(=O)Nc2ccccc2)S/C1=N\c1ccccn1 (stereo unspecified),-2%,-7%,-1%,-5.0%,-1%,-9%,-4%,3%,-0.15,-0.14,-0.056,-0.33
Cc1ccc(C)n1-c1sc2c(c1C(=O)O)CCCC2,14%,-1%,2%,-8.4%,32%,-3%,0%,17%,-0.4,-0.28,0.75,0.079
COc1ccccc1NC(=O)N1CCC(C(=O)c2ccc(F)cc2)CC1,-2%,-2%,7%,1.9%,12%,-1%,-2%,9%,-0.018,-0.21,0.29,0.35
CN(C)c1cc(C(F)(F)F)nc(-c2ccccn2)n1,7%,6%,6%,-0.4%,4%,-4%,7%,8%,-0.54,-0.37,-0.12,0.36
COc1ccc(Nc2nc(N)nc(COc3ccc(OC)cc3)n2)cc1,-2%,5%,3%,-0.1%,-10%,-6%,-4%,4%,0.031,-0.23,-0.8,-0.17
c1ccc(SCc2nc(-c3ccncc3)no2)cc1,-7%,0%,2%,-1.6%,2%,-3%,-10%,2%,-0.087,-0.22,-0.67,-0.3
C/C(=N\O)C(C)(C)Nc1ccccc1F,.,15%,.,.,0%,-8%,1%,7%,0.54,-0.24,0.58,-0.35
CCO[C@H]1OC(C(=O)NCc2ccccc2)=C[C@@H](c2cn(C(C)=O)c3ccccc23)[C@@H]1CCCO,17%,1%,15%,-1.5%,0%,2%,5%,0%,-0.38,-0.064,0.17,-0.13
COCCOC(=O)c1[nH]c2c(c1C)C(=O)C(C(=O)OC)C(C)C2 (stereo unspecified),21%,0%,5%,0.3%,8%,4%,-4%,5%,-0.18,-0.32,0.082,1.3
Cc1cc(C)c2c(n1)sc1c(N3CCN(CCO)CC3)ncnc12,16%,-2%,20%,-1.0%,10%,0%,-4%,8%,0.021,-0.13,0.55,-0.47
O=C1CCc2cc(S(=O)(=O)N3CCN(C(=O)c4ccco4)CC3)ccc2N1,-7%,3%,-4%,-3.0%,14%,3%,-3%,6%,0.13,-0.21,0.44,-0.0023
O=C(O)/C=C/c1ccc(OCCCF)cc1,-10%,23%,-12%,-4.0%,-4%,-6%,26%,0%,0.66,-0.34,0.26,-1.4
CC(NC(=O)COc1ccc(Oc2ccccc2)cc1)C(=O)O (stereo unspecified),-7%,-3%,-6%,-5.4%,-4%,0%,-1%,3%,-1.2,-0.49,-0.44,1.2
CC(OC(=O)c1ccc2c(=O)n3c(nc2c1)CCCCC3)C(=O)Nc1ncc(Cl)cc1Cl (stereo unspecified),9%,16%,12%,-0.1%,6%,5%,8%,-1%,-0.72,-0.25,-0.4,0.76
Cc1cc(C(=O)N2CCN(Cc3ccc4c(c3)OCO4)CC2)cs1,9%,-3%,10%,-5.7%,9%,-1%,4%,-2%,-0.27,-0.18,0.62,0.21
Cc1nnc(SCC(=O)Nc2ccc3c4c(cccc24)CC3)n1C,12%,2%,9%,-0.9%,1%,0%,9%,0%,0.29,-0.24,0.21,-0.63
COc1ccc(/C=N/NC(=O)CCCCCNC(=O)c2ccccc2)cc1,-4%,9%,4%,-15%,8%,-5%,6%,17%,-0.24,0.23,-0.022,0.36
COc1ccc(-c2csc(NC(C)=O)n2)cc1OC,-11%,1%,-6%,-4.9%,3%,-2%,-2%,9%,0.081,-0.28,0.34,0.36
COc1ccc(C2(C(=O)Nc3c(C)n(C)n(-c4ccccc4)c3=O)CCCC2)cc1OC,4%,0%,6%,-7.3%,14%,-3%,-6%,6%,-1,-0.27,-0.78,1.4
CC(=O)Nc1ccc2nc(NC(=O)COc3cccc(C)c3)sc2c1,7%,-11%,5%,-3.2%,2%,3%,29%,3%,-0.71,-0.29,-0.42,0.53
Cn1c2c(c(=O)n(C)c1=O)C(c1ccc(Br)cc1)Nc1ccccc1O2 (stereo unspecified),10%,0%,6%,-1.5%,8%,-6%,-10%,4%,-1.1,-0.23,-0.42,0.66
COc1ccc(CCN=C2SCC(=O)N2Cc2ccccc2)cc1OC,-6%,13%,-2%,-1.4%,9%,-7%,-11%,-3%,-0.63,-0.31,-0.53,1.1
CCOC(=O)c1c(NC(=O)CN2CCN(C)CC2)sc(C(=O)Nc2ccccc2)c1C,12%,-2%,12%,-3.0%,8%,-6%,11%,3%,3.8,2.3,3,-3.6
Cc1nn(Cc2ccccc2Cl)c2sc(C(=O)NCc3ccc4c(c3)OCO4)cc12,-1%,-6%,3%,-11%,6%,-4%,1%,8%,0.3,0.11,-0.12,0.14
CCOC(=O)c1cc2c(C)[nH]c(C)c2cc(C(=O)OCC)c1=O,-1%,-1%,-33%,-11%,-2%,-7%,7%,1%,-0.73,0.4,-0.079,0.14
CCN1C(=O)C2(SC(NC(C)=O)=NN2C(C)=O)c2cc(C)ccc21 (stereo unspecified),8%,2%,10%,-1.9%,0%,-8%,-3%,7%,-0.19,-0.2,-0.39,-0.5
O=C(Cc1ccccc1)NNC(=O)Nc1cccc(Cl)c1,-2%,1%,-16%,-6.1%,10%,-7%,-2%,8%,-0.18,-0.19,0.2,0.49
COc1ccc(NC(=O)O/N=C/c2c(C)nn(C(C)(C)C)c2C)cc1,.,7%,.,.,-3%,-6%,-23%,-4%,0.094,-0.29,0.091,0.22
CCOc1ccccc1NC(=O)Nc1cccc(NC(C)=O)c1,.,0%,.,.,0%,-2%,22%,3%,-0.75,-0.16,-0.4,-0.14
O=C(N/N=C/c1cn(-c2ccccc2)nc1-c1ccc2c(c1)OCCO2)c1ccncc1,-8%,18%,-4%,-4.6%,22%,-8%,32%,2%,1.2,-0.067,0.8,-1.4
COc1cccc(N(C(=O)CNC(=O)c2ccco2)C(C(=O)NC2CCCCC2)c2ccncc2)c1 (stereo unspecified),11%,1%,12%,-4.7%,16%,-6%,-1%,-3%,-0.16,-0.32,-0.49,-0.27
Cc1nc(C)c(C(=O)N/N=C/c2cc(Br)ccc2O)s1,.,7%,.,.,23%,0%,19%,13µM*,-0.5,-0.1,0.51,-1.3
COc1ccc(C)cc1NC(=O)NCc1ccc(F)cc1,-4%,2%,-3%,-4.6%,0%,-5%,2%,1%,-0.12,-0.25,0.079,0.2
Nc1nc(C23CC4CCC(CC(C4)C2)C3)cs1,7%,4%,9%,-5.0%,-8%,-5%,-17%,-2%,-0.18,0.0048,0.95,-0.75
Cc1nn(Cc2c(Cl)cccc2Cl)c(C)c1NC(=O)c1cc(C(C)C)on1,-7%,-1%,0%,-1.9%,-8%,-5%,6%,14%,0.15,-0.21,0.092,0.027
Cc1ccsc1/C=N\NC(=O)c1ccc2c(c1)OCO2,-2%,-6%,-1%,-7.0%,-6%,-5%,-3%,-1%,2.5,-0.2,0.017,-1.9
COC(=O)c1cccc(NC(=O)c2cccc(OC)c2)c1,6%,9%,12%,-4.0%,1%,2%,-3%,3%,1.3,-0.23,1,-1.3
Cc1noc(C)c1C(=O)N1CCN(CCc2ccccc2)CC1,10%,-6%,16%,-2.2%,-8%,-5%,-1%,12%,0.27,-0.11,0.3,1.2
CC(=O)NCCOc1nc(N(C)C)nc(N2CCCCC2)n1,-2%,6%,3%,-7.4%,-2%,-1%,-8%,4%,-0.025,-0.34,0.29,0.77
CN(C)C(=O)Cn1cnc2c(cnn2-c2ccccc2Cl)c1=O,-6%,0%,-17%,-2.2%,0%,-12%,-2%,-2%,-0.51,-0.21,-0.14,0.51
O=C1CC(c2ccccc2)CC(O)=C1C=NCCN1CCN(C(=O)Nc2ccccc2)CC1 (stereo unspecified),-2%,1%,2%,-5.2%,7%,-3%,19%,16%,-0.78,0.045,-0.13,0.4
COC(=O)Nc1ncc(CN2CCC(c3ccccc3)CC2)s1,2%,-3%,1%,-4.3%,3%,-4%,5%,4%,-0.18,-0.25,0.034,0.14
CN(C)S(=O)(=O)c1cccc(NC(=O)COC(=O)c2cc(-c3cccc(Br)c3)nc3ccccc23)c1,7%,5%,11%,-8.5%,-13%,2%,8%,6%,-0.73,-0.28,-0.56,0.37
CSc1nc(C)cc(Oc2ccc(=O)[nH]n2)n1,-6%,-4%,0%,-3.0%,1%,-2%,?,-3%,0.66,-0.29,0.013,-0.17
O=C(NCc1nc(-c2ccccc2)cs1)c1ccccc1,-4%,3%,3%,1.4%,0%,-8%,10%,-6%,0.99,-0.29,0.42,-0.21
COc1ccc(NCc2nnc(SCC(=O)NNC(=O)c3ccc(C)cc3)n2C)cc1,29%,1%,6%,-9.7%,7%,-1%,-8%,4%,-0.69,-0.36,-0.81,1
Cn1nc(CC(=O)Nc2ccc(N3CCN(C(=O)OC(C)(C)C)CC3)cc2)c2ccccc2c1=O,-19%,22%,-18%,-4.4%,-3%,-5%,11%,3%,3.3,-0.0094,2.2,-1.8
CCCNS(=O)(=O)c1ccc(OCC(=O)N2CCOCC2)cc1,3%,9%,4%,-6.7%,5%,-3%,10%,4%,-0.83,-0.26,-0.55,0.35
CC1CCN(S(=O)(=O)c2ccc(S(=O)(=O)NCc3cccnc3)cc2)CC1,-18%,3%,-9%,-6.4%,3%,-8%,-6%,-1%,-0.32,-0.33,-0.65,0.45
CCN(CC)CCN(C(=O)c1ccc(C(C)=O)cc1)c1nc2ccc(Cl)cc2s1,-23%,-3%,-25%,-2.6%,-1%,-6%,0%,1%,-1,-0.28,-0.022,0.41

# Three entries out of the list above, arranged by the value under Dynein cargo inh cell count, high to low.
SMILES,PMI inhibition,Siah-1 displacement,PMI inhibitors,XIAP antagonists,M17LAP inhibition,LYP phosphatase,AID2073,M1AAP inhibition,Dynein cargo inh,Dynein cargo inh cytoplasmic EGFP,Dynein cargo inh nuclear GR-EGFP,Dynein cargo inh cell count
COc1ccc(NCc2nnc(SCC(=O)NNC(=O)c3ccc(C)cc3)n2C)cc1,29%,1%,6%,-9.7%,7%,-1%,-8%,4%,-0.69,-0.36,-0.81,1
CCCNS(=O)(=O)c1ccc(OCC(=O)N2CCOCC2)cc1,3%,9%,4%,-6.7%,5%,-3%,10%,4%,-0.83,-0.26,-0.55,0.35
Cn1nc(CC(=O)Nc2ccc(N3CCN(C(=O)OC(C)(C)C)CC3)cc2)c2ccccc2c1=O,-19%,22%,-18%,-4.4%,-3%,-5%,11%,3%,3.3,-0.0094,2.2,-1.8
